Screens: PubChem BioAssay, several laboratories
GPR35 arrestin U2OS: GPR35 antagonists blocking zaprinast-driven arrestin recruitment, primary screen, imaging, U2OS, beta-arrestin-GFP, zaprinast agonist (AID 2058) | 0.052% of 290,000 active | inhibition, % at 10 µM; hits with a dose series show IC50 in µM | G-protein coupled receptor 35 (Homo sapiens) | U2OS GPR35 beta-arrestin-GFP translocation imaging, zaprinast antagonism; higher % means a stronger effect;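 active = inhibition of at least 50% with at least 30 cells and total cytoplasm GFP at most 10,000,000; inconclusive = under 30 cells or total GFP of 10,000,000 plus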
GPR55 LPI antagonism: GPR55 antagonists blocking LPI-driven arrestin recruitment, primary screen, imaging, U2OS, beta-arrestin-GFP, LPI agonist (AID 2013); inhibition, % at 10 µM; hits with a dose series show IC50 in µM; U2OS GPR55 beta-arrestin-GFP translocation imaging, LPI antagonism; higher % means a stronger effect; G-protein coupled receptor 55 (Homo sapiens); 0.13% of 290,000 active;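 active = spots per cell inhibited over 60%, with over 100 cells counted and total cytoplasm intensity under 500,000; inconclusive = wells with under 100 cells, flagged as likely toxic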;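 also: U2OS cells stably carrying GPR55 and arrestin-GFP stimulated by 5 µM LPI near EC80; imaged beta-arrestin-GFP aggregate spots per cell after agonist stimulation; plate controls were LPI-stimulated DMSO wells for no effect and DMSO wells without LPI for full effect; some results filed as inactive read as strong as hits; confirmed hits need IC50 under 10 µM and bright autofluorescent wells are also inconclusive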
West Nile antiviral: West Nile virus antiviral activity, cell-based, CPE readout (AID 1621). West Nile virus-infected cells, CPE inhibition; higher % means a stronger effect. CPE inhibition, % at 10 µM, or IC50 in µM where a hit was titrated. 0.02% of 290,000 active; in the data active = a potency from the dose series; inconclusive = CPE inhibition mostly from about 3.7% at the one dose, without a potency; inactive = the rest, 99 in 100 with CPE inhibition below about 2.2%; also: strong numbers were not always called active
T cell modulator: modulators of CD8 T cell-vesicle binding, primary screen, mouse 2C CD8+ T cells, flow cytometry; 2C CD8+ T cell-vesicle binding; hits give low values; calls only at 7 µM; 0.068% of 330,000 active; AID 2052, 2009;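 active = response, share of CD8 T cells binding vesicles, and their 90th percentile fluorescence all below set limits, cut at about 80% in these data, passing the limit was not always enough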
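Benchmarks: naked versus QL9-loaded vesicles / Assay system: purified 2C TCR transgenic mouse naive CD8+ T cells / Technique: high-throughput flow cytometry with anti-B7-1 and anti-CD8 staining / Timing: Cell–vesicle co-incubation 1.5 h at 37 °C, staining 20 min on ice / Read-out: percent CD8+ FL2 mean versus row control / Probe or stimulus: QL9-loaded Drosophila micro-vesicles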
NTR1 agonist: agonists of NTR1, primary screen, imaging, U2OS cells, beta-arrestin-GFP, high content (AID 493036). activation, % at 20 µM. 0.17% of 330,000 active. Neurotensin receptor type 1 (Homo sapiens), P30989. NTR1-U2OS beta-arrestin-GFP spot imaging, agonist mode;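 active = activation at or above 40% of the spot to cytoplasm intensity ratio, with at least 20 cells analyzed; inconclusive = wells under 20 cells, flagged as cytotoxic or low count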;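 also: 0% = DMSO without peptide and 100% = 100 nM NTR1 peptide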
Target sequence (P30989 whole entry, looked up): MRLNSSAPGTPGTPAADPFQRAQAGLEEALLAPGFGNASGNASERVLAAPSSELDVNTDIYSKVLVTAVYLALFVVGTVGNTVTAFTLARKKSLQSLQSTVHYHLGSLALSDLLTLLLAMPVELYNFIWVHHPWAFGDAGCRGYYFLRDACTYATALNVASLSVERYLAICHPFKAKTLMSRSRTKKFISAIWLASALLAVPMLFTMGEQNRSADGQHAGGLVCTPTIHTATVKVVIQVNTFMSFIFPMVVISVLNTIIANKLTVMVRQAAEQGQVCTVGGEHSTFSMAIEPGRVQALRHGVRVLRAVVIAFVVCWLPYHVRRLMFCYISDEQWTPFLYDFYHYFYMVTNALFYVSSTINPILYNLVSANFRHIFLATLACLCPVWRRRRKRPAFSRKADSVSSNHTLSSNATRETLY
GPR55 activation: GPR55 agonists via beta-arrestin recruitment, primary screen, imaging, U2OS cells, beta-arrestin-GFP redistribution (AID 1961) | G-protein coupled receptor 55 (Homo sapiens) | U2OS GPR55 beta-arrestin-GFP redistribution imaging; higher % means a stronger effect | activation, % at 10 µM, or EC50 in µM where a hit was titrated | 0.048% of 290,000 active;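 active = activation above 40% with more than 50 cells counted in the well; inconclusive = wells holding fewer than 50 cells, flagged as toxic or sparse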;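 also: U2OS osteosarcoma cells stably expressing GPR55 and beta-arrestin-GFP; plate controls were DMSO negative control for no effect and LPI positive control for full effect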
KOR beta-arrestin-1: KOR agonists, beta-arrestin recruitment, primary screen, cell-based, luminescence, uHTS (AID 1777). Kappa-type opioid receptor (Homo sapiens). KOR beta-arrestin recruitment, luminescence; higher % means a stronger effect. 0.02% of 280,000 active. one-dose activation, % at 10 µM; EC50 in µM for titrated hits; in the data active = activation above about 50%, passing the limit was not always enough; also: a part of the inactive calls stands beside numbers as strong as those of hits
KOR beta-arrestin-2: KOR antagonists, beta-arrestin recruitment, cell-based, luminescence, uHTS (AID 1778); Kappa-type opioid receptor (Homo sapiens); KOR beta-arrestin recruitment, luminescence, antagonist mode; higher % means a stronger effect; inhibition, % at 10 µM; hits with a dose series show IC50 in µM; 0.091% of 290,000 active; in the data active = inhibition above about 50%; also: strong numbers were not always called active
PhoP inhibition: inhibitors of PhoP regulon expression, primary screen, Salmonella Typhimurium, GFP reporter (AID 1863). S. Typhimurium PhoP-regulated promoter GFP reporter, 4 h; higher % means a stronger effect. inhibition, % at 50 µM, or IC50 in µM where a hit was titrated. 0.16% of 300,000 active;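 active = inhibition over 29.93%, a cutoff 3 SD above the screen mean, later confirmed by dose response; inconclusive = inhibition over 29.93% but no dose response follow-up; inactive = inhibition at most 29.93% or unconfirmed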;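 also: 0% = low Mg2+ inducing control and 100% = high Mg2+ repressing control; strong numbers were not always called active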
T cell modulator vesicle-bound %: also measured in T cell modulator; calls as there; double positive events, %; measured here: CD8+ vesicle-bound cell fraction;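 binding gate set so that unloaded-vesicle control wells show 10% double positive cells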
NTR1 agonist cell count 20 µM: recorded beside NTR1 agonist, whose call it bears; cell count; measured here: cell count, cytotoxicity flag
* marks the source's active call; other numbers are inactive results; i = inactive; ? = inconclusive; . = not tested or not shown; [ ] = another dose, or the depositor's remark.

SMILES	GPR35 arrestin U2OS	GPR55 LPI antagonism	West Nile antiviral	T cell modulator	T cell modulator vesicle-bound %	NTR1 agonist	NTR1 agonist cell count 20 µM	GPR55 activation	KOR beta-arrestin-1	KOR beta-arrestin-2	PhoP inhibition
Nc1cc(=O)nc(SCC(=O)Nc2cccc3ccccc23)n1CCc1ccccc1	10%	17%	0.4%	i	23	-0.6	77	-0.1%	2.8%	-15%	12%
COc1ccc(CCCC(=O)Nc2ccc(F)cc2)cc1	3%	-23%	0.0%	i	49	1.3	51	-0.2%	7.1%	-13%	1%
COc1cccc(OC)c1C(=O)Nc1ccccc1N1CCCC1	3%	-9%	-0.3%	i	11	-3.6	107	-0.1%	7.7%	-18%	5%
COc1ccc2nc3c(c(-c4ccccc4)c2c1)CCC3	-7%	22%	0.1%	.	.	2.4	44	-0.1%	-0.6%	7%	3%
Cc1ccc(S(=O)(=O)NCC(c2ccccc2)N2CCCCC2)cc1 (stereo unspecified)	3%	14%	-0.9%	i	16	1.4	55	0.3%	3.8%	0%	-8%
O=C(Nc1ccc(Oc2cccnc2)cc1)C1CCN(Cc2ccccc2F)CC1	-3%	2%	-0.6%	.	.	0.6	68	0.3%	-5.3%	-5%	.
CC(C)Cn1c2ccccc2c2cc(C(=O)O)ccc21	5%	8%	1.8%	i	57	0.0	69	-0.1%	-3.8%	13%	5%
CN=C(C)/C(C(=O)OC)=C(/O)c1ccccc1F	-4%	12%	-0.4%	i	23	0.2	54	0.2%	5.4%	14%	-8%
CC(=O)Nc1cccc(-c2cn3ccc(C)cc3n2)c1	7%	8%	-1.0%	i	59	1.6	76	0.3%	.	-30%[20 µM]	7%
O=C(CSCc1cccc(Br)c1)N=Nc1c(O)[nH]c2ccccc12	-8%	4%	-0.2%	i	12	5.4	85	-0.1%	5.0%	-25%	2%
Cc1cc(C)n2nc(Sc3ncccc3[N+](=O)[O-])nc2n1	9%	7%	-0.1%	i	36	0.5	44	-0.3%	2.8%	17%	-9%
Cc1ccc(CNC(=O)C2CCN(S(=O)(=O)N3CCOCC3)CC2)cc1	1%	5%	1.2%	i	24	-1.4	52	-0.2%	1.0%	-25%	-1%
CC(=O)Nc1ccc(NC(=O)COc2ccc(S(=O)(=O)N3CCCC3)cc2)cc1	-10%	0%	0.0%	i	16	-1.2	48	0.0%	0.4%	-20%	-5%
Cc1ccccc1NC(=O)/C=C/c1ccc([N+](=O)[O-])s1	-3%	8%	-1.5%	i	56	.	.	-0.1%	0.3%	20%	-2%
COc1cc(NC(=O)CSc2nc3ccccc3cc2C)c(C(=O)O)cc1OC	2%	2%	0.0%	i	16	3.5	56	-0.2%	0.0%	29%	-13%
S=c1nc(-c2cc(Cl)ccc2Cl)[nH][nH]1	0%	2%	-0.1%	i	47	-0.8	51	-0.2%	-7.9%	-24%	-10%
Cc1ccc(N(CC(=O)NC2CCCC2)C(=O)CNC(=O)c2cccs2)c(C)c1	4%	6%	-0.4%	i	8	0.2	50	0.1%	-3.8%	-10%	2%
Cc1ccc(NC(=O)Cn2c([N+](=O)[O-])cnc2C)cc1Cl	-11%	-1%	-0.8%	i	29	-0.7	77	-0.2%	3.7%	-22%	-4%
CC(C)(C)OC(=O)NCCCCCNC(=O)c1[nH]cnc1C(=O)N[C@@H](CCCCNC(=O)OC(C)(C)C)C(=O)OC(C)(C)C	-4%	5%	1.2%	i	25	17	54	-0.2%	1.3%	-4%	5%
Cc1ccc(S(=O)(=O)N(C)c2ccc(C(=O)Nc3ccccc3C(=O)N3CCOCC3)cc2)cc1	18%	-29%	-0.7%	i	22	1.6	44	-0.2%	0.9%	-25%	-2%
CCOc1cnn(-c2ccccc2)c(=O)c1Cl	-6%	16%	0.2%	i	12	-0.7	100	-0.1%	3.3%	18%	3%
COc1cc(C(=O)NCC(=O)OCC(=O)N2CCc3ccccc32)cc(OC)c1OC	-2%	-9%	1.3%	i	34	-0.1	60	1.7%	7.0%	-21%	-5%
c1ccc(N2CCN(Cc3cn4cccnc4n3)CC2)cc1	11%	3%	-0.3%	i	20	-1.4	79	0.3%	-0.3%	10%	4%
O=C(OC1CCOC1=O)c1ccc(-c2nc3ccccc3s2)s1 (stereo unspecified)	4%	16%	-0.1%	i	44	-5.8	82	0.2%	2.4%	-1%	-6%
CN(C)c1ccc(/C=C(\NC(=O)c2ccccc2)C(=O)NCc2cccnc2)cc1	-14%	-1%	-0.3%	i	53	0.4	50	?	-2.8%	-16%	1%
SMILES	GPR35 arrestin U2OS	GPR55 LPI antagonism	West Nile antiviral	T cell modulator	T cell modulator vesicle-bound %	NTR1 agonist	NTR1 agonist cell count 20 µM	GPR55 activation	KOR beta-arrestin-1	KOR beta-arrestin-2	PhoP inhibition
Cc1ccccc1CSCC(=O)NC1CCCC1	-15%	-4%	0.2%	i	13	0.1	61	-0.1%	0.3%	-14%	2%
O=C(Nc1nc2c(s1)CN(Cc1ccccc1)CC2)C1CCCC1	-1%	8%	-0.7%	i	42	-0.9	53	0.1%	-5.8%	27%	-6%
CCn1c(CCC(=O)Nc2cc(F)ccc2C)nc2cc(S(=O)(=O)N(C)C)ccc21	-5%	-4%	-1.1%	i	35	-1.0	69	0.2%	-3.3%	20%	-10%
NC1=C(c2ccc(F)cc2)C(=O)CS1	-1%	1%	0.0%	i	20	-0.1	54	1.9%	-4.2%	27%	19%
O=C(COC(=O)CNC(=O)c1ccc(Cl)cc1)Nc1cccc(S(=O)(=O)N2CCCC2)c1	-2%	3%	0.5%	i	25	-0.4	55	0.7%	-0.9%	36%	.
Cc1ccc2c(Cl)c(C(=O)N/N=C/c3cccn3C)sc2c1	-1%	1%	-0.6%	i	33	2.8	46	-0.1%	11%	-29%	-6%
COC(=O)C1=C(C)N(c2cc(C)cc(C)c2)/C(=C/c2ccc(O)cc2)C1=O	-12%	2%	0.6%	i	63	9.6	75	-0.2%	-4.0%	-13%	1%
COC(=O)c1ccc(NC(=O)C(=O)N2CCN(C(=S)Nc3cccc(OC)c3)CC2)cc1	1%	-11%	-0.6%	i	39	-0.7	65	-0.2%	-2.2%	40%	0%
C(=N\n1cncn1)/c1ccc(N2CCOCC2)cc1	12%	8%	0.0%	i	17	-0.7	83	1.5%	-7.3%	10%	-4%
CCN(CCn1cccn1)C(=O)c1cc(COc2ccccc2SC)on1	-3%	7%	-0.5%	i	63	1.3	63	-0.1%	-2.8%	-11%	-4%
CCCCn1nc2cc(C(=O)NCC3CC3)ccc2c1OCC	0%	1%	-0.2%	i	30	-2.8	93	0.0%	-1.3%	14%	1%
COc1ccc(/C=C(\C#N)C(=O)Nc2ccccn2)cc1	12%	5%	0.1%	i	34	-1.0	61	-0.1%	-2.9%	-1%	20%
O=C(Cc1cccs1)NCc1cccs1	-8%	12%	0.2%	i	25	0.3	71	-0.4%	-6.5%	17%	16%
CCOC(=O)c1cccc(NC(=O)CSc2nc3cccnc3n2C)c1	-5%	0%	0.5%	i	47	-2.8	88	-0.2%	-1.1%	24%	-3%
CCN1c2ccccc2-c2nc3ccccc3n2C1c1cccs1 (stereo unspecified)	10%	17%	-1.7%	i	6	6.3	65	0.2%	1.7%	-60%	23%
CN(C)CC1CCCCC1OC(=O)c1ccc(Cl)cc1Cl (stereo unspecified)	-8%	1%	-0.6%	i	65	-1.1	88	-0.2%	-0.9%	19%	9%
COc1ccccc1NS(=O)(=O)c1ccc2c(c1)CCN2C(=O)CCC(=O)O	8%	4%	-0.1%	i	41	-0.7	79	-0.1%	-2.5%	38%	8%
CC(=O)c1cccc(NC(=O)C(NC(C)C)c2ccccc2)c1 (stereo unspecified)	-8%	1%	-0.6%	i	44	0.6	36	-0.4%	4.8%	14%	-2%
CCN(CC)c1ccc(C=Nc2cc(C)cc(C)c2)c(O)c1	-7%	-8%	-0.3%	i	47	1.7	71	-0.5%	1.6%	-31%	0%
CCOCCCNc1nc2c(c(=O)n(C)c(=O)n2C)n1CCCc1ccccc1	-8%	11%	0.7%	i	8	0.8	97	-0.1%	9.1%	-23%	4%
COC(=O)c1cc2sccc2n1CC(=O)Nc1cc(OC)cc(OC)c1	3%	-5%	0.9%	i	26	-0.4	34	-0.3%	0.9%	15%	-7%
CNC(=O)COc1ccccc1C(=O)Nc1ccc2c(c1)oc1ccccc12	5%	6%	-0.5%	i	58	5.6	73	1.5%	-1.2%	-43%	12%
O=C1NC2(CCCCO2)CO1 (stereo unspecified)	-6%	-3%	-0.3%	i	33	1.8	74	0.0%	-3.9%	-42%[20 µM]	-1%
Cc1[nH]n(-c2ccccc2)c(=O)c1N=Nc1ccc(C(N)=O)cc1	-6%	-1%	0.0%	i	52	-0.2	73	-0.1%	-3.2%	-3%	10%
C=CCN(CC=C)Cc1nc(N)nc(Nc2ccccc2C)n1	-4%	7%	-1.2%	i	27	0.6	42	-0.2%	-7.7%	6%	1%

Reformatted with two lines to a compound: entries from further up
Every second line gives: GPR35 arrestin U2OS, GPR55 LPI antagonism, West Nile antiviral, T cell modulator, T cell modulator vesicle-bound %, NTR1 agonist, NTR1 agonist cell count 20 µM, GPR55 activation, KOR beta-arrestin-1, KOR beta-arrestin-2, PhoP inhibition
- Cc1ccc(CNC(=O)C2CCN(S(=O)(=O)N3CCOCC3)CC2)cc1
 : 1%, 5%, 1.2%, i, 24, -1.4, 52, -0.2%, 1.0%, -25%, -1%
- CC(=O)Nc1ccc(NC(=O)COc2ccc(S(=O)(=O)N3CCCC3)cc2)cc1
 : -10%, 0%, 0.0%, i, 16, -1.2, 48, 0.0%, 0.4%, -20%, -5%
- Cc1ccccc1NC(=O)/C=C/c1ccc([N+](=O)[O-])s1
 : -3%, 8%, -1.5%, i, 56, ., ., -0.1%, 0.3%, 20%, -2%

Copied from the list:
Reading for NC1=C(c2ccc(F)cc2)C(=O)CS1 in GPR55 LPI antagonism: 1%
Reading for C(=N\n1cncn1)/c1ccc(N2CCOCC2)cc1 in GPR55 activation: 1.5%
